CHT inh: human CHT choline transport inhibition | Q9GZV3 | CHT-expressing cells, membrane potential dye, choline response; active compounds read low | B-score at 10 µM | actives 0.86% (n = 310,000);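 active means B-score over 3 SD under the library average, and starting fluorescence ratio not unusually high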;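 further: choline stimulus applied at its EC90 after an EC20 pre-addition; B-score computed on integrated fluorescence ratio after choline addition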
Target sequence (Q9GZV3 whole entry, looked up): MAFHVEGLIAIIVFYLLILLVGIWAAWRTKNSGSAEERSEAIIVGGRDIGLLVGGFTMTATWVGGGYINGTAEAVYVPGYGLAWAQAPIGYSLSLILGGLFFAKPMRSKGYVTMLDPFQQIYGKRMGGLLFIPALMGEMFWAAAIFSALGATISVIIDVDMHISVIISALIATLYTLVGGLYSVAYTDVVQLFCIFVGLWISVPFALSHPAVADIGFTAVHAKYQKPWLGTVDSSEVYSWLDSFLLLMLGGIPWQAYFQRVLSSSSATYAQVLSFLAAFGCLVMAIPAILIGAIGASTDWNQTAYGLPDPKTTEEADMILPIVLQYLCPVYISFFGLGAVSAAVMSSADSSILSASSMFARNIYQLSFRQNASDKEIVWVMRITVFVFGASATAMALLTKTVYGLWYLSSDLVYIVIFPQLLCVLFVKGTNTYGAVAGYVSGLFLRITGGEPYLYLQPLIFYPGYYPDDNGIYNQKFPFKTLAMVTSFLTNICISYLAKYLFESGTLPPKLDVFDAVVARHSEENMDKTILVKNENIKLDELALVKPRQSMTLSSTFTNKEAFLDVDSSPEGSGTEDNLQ
CHT PAM: allosterically activates the human high affinity choline transporter. B-score at 10 µM. AID 488977. actives 0.49% (n = 310,000). CHT-expressing cells, membrane potential dye, choline EC20; active compounds read high; LV-AA mutant CHT in HEK293 cells. Q9GZV3;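 active means initial fluorescence not abnormally high and integrated response B-score, plate-corrected, over 3 SD above library mean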
Numbers without * were called inactive; i = inactive.

SMILES,CHT inh,CHT PAM
Cc1cccc(Nc2nc(NCCO)nc(N3CCCC3)n2)c1,i,i
CCN(CC(=O)Nc1c(F)cccc1F)C(=O)c1cc(C)oc1C,i,i
Cc1cccc(C)c1NC(=S)N1CCCN(C)CC1,i,i
O=C(NCc1ccc(Cl)cc1)C1CCN(C(=O)Cc2ccccc2)CC1,i,i
O=C(CN1CCN(c2cccc(C(F)(F)F)c2)CC1)NCc1ccccc1,i,i
Cc1cccc(Cn2c(-c3ccc[nH]c3=O)nc3ccccc32)c1,i,i
N#CC1=C2SCN(Cc3ccco3)CN2C(=O)CC1c1ccc(Cl)cc1 (stereo not given),i,i
Cc1cccc(NC(=O)c2ccc3nccnc3c2)c1C,i,i
COC(=O)CCC(=O)Nc1ccccc1C(N)=O,i,i
CCN1C(=O)C(=O)N(CC(=O)Nc2ccccc2Oc2ccccc2)C1=O,i,i
Cc1ccc(Cn2cc(SCC(=O)Nc3nccs3)c3ccccc32)cc1,i,i
O=C(NC1CCCCC1)c1ccc2c(=O)n(CC3CCCO3)c(=O)[nH]c2c1 (stereo not given),i,i
FC(F)(F)c1ccc(Cl)c(-n2c(-c3ccco3)n[nH]c2=S)c1,i,i
CCCOc1cccc(-c2cc(-c3n[nH]c(=S)n3CC)c3ccccc3n2)c1,i,i
CCN1CCN(C(=O)Nc2ccc(Cc3ccc(NC(=O)N4CCN(CC)CC4)cc3)cc2)CC1,i,i
COCCCN1C(=O)C(=O)/C(=C(/O)c2ccc(OC)cc2)C1c1cccc(OC)c1 (stereo not given),i,i
CCOc1ccc(CC(=O)Nc2sc(Cc3ccccc3)cc2C(N)=O)cc1OCC,i,i
O=C(O)C1CCN(C(=O)c2ccccc2Cl)CC1,i,i
CCc1cccc(NC(=O)c2cccc(S(=O)(=O)N3CCN(C)CC3)c2)c1,i,i
COc1ccc(NC(=O)Cn2nc3n(c2=S)CCC3)cc1,i,i
C=CCN(c1ccc(C(=O)NCCSc2ccccc2)cc1)S(C)(=O)=O,i,i
COc1cc(NS(=O)(=O)c2ccc3c(c2)oc(=O)n3C)cc(OC)c1OC,i,i
S=C(c1cn(Cc2ccc(Br)cc2)c2ccccc12)N1CCOCC1,i,i
Oc1ccc2cc(Br)ccc2c1CN1CCCC1,i,i
Cn1c(SCC(=O)NCC2CCCO2)nnc1-c1cccc(NC(=O)c2ccccc2F)c1 (stereo not given),i,i
COc1ccc(/C=N/N(C(C)=O)c2nc(-c3ccc(C)cc3)cs2)cc1,i,i
CN(C)S(=O)(=O)c1ccc(C(=O)N2CCC(c3nc4ccccc4o3)CC2)cc1,i,i
O=C(c1nc(SCc2ccc([N+](=O)[O-])cc2)n2ccccc12)C(F)(F)F,i,i
Cc1ccccc1-n1cnc2c(sc3nc(N4CCOCC4)c4c(c32)CCCC4)c1=O,i,i
Cc1ccccc1C(=O)N1CCC(C(=O)Nc2cc(C(F)(F)F)ccc2N2CCCC2)CC1,i,i
Cc1cccc(NC(=O)COC(=O)c2ccccn2)c1,i,i
COc1ccc(NC(=O)CN(C)CC(=O)Nc2ccc(N3CCOCC3)cc2)c([N+](=O)[O-])c1,i,i
NC(=O)C(c1ccccc1)c1ncc(C(F)(F)F)cc1Cl (stereo not given),i,i
COc1ccc(CNC(=O)c2ccc[nH]2)cc1Cl,i,i
C=CCn1c(SCCN2CCCC2)nc2c([nH]c3ccccc32)c1=O,i,6.5*
NS(=O)(=O)c1ccc(CNC(=O)c2cc(-c3cccs3)nc3ccccc23)cc1,i,i

Compounds listed so far containing fluorine:
SMILES,CHT inh,CHT PAM
CCN(CC(=O)Nc1c(F)cccc1F)C(=O)c1cc(C)oc1C,i,i
O=C(CN1CCN(c2cccc(C(F)(F)F)c2)CC1)NCc1ccccc1,i,i
FC(F)(F)c1ccc(Cl)c(-n2c(-c3ccco3)n[nH]c2=S)c1,i,i
Cn1c(SCC(=O)NCC2CCCO2)nnc1-c1cccc(NC(=O)c2ccccc2F)c1 (stereo not given),i,i
O=C(c1nc(SCc2ccc([N+](=O)[O-])cc2)n2ccccc12)C(F)(F)F,i,i
Cc1ccccc1C(=O)N1CCC(C(=O)Nc2cc(C(F)(F)F)ccc2N2CCCC2)CC1,i,i
NC(=O)C(c1ccccc1)c1ncc(C(F)(F)F)cc1Cl (stereo not given),i,i

Other entries follow.
SMILES,CHT inh,CHT PAM
O=C(COC(=O)c1sc2cc(F)ccc2c1Cl)Nc1ncc(Cl)cc1Cl,i,i
Cn1c(=O)c2cc(S(=O)(=O)NCCC(=O)Nc3ccc(Cl)cc3)ccc2n(C)c1=O,i,i
Cc1cc(C)c2c(n1)SCC(=O)N2CC(=O)NCCC1=CCCCC1,i,i
NC(=O)CSc1nnc(-c2ccc([N+](=O)[O-])cc2)o1,i,i
CN(C)C(=O)c1cc2cc([N+](=O)[O-])ccc2s1,i,i
N#Cc1c(-c2cccs2)nc(SCC(=O)c2cccs2)[nH]c1=O,i,i
CCOC(=O)Cn1c(=O)n(Cc2ccc(OC)cc2)c(=O)c2cccnc21,i,i
CCOc1ccc(NS(=O)(=O)CC23CCC(CC2=O)C3(C)C)cc1 (stereo not given),i,i
CCN(CC)c1ccc(/C=N/NC(=O)C(O)(c2ccccc2)c2ccccc2)o1,i,i
Nc1cc(=O)[nH]c(SCCSc2ccc(F)cc2)n1,i,i
CCOC(=O)CNC(=O)c1ccc2[nH]c3c(c2c1)CCCC3,i,i
O=C(CC12CC3CC(CC(Br)(C3)C1)C2)NC1=NCCS1,i,i
Cc1ccc2c(cnn2C(=O)CCC(=O)NC2CCCC2)c1,i,i
COc1ccc(-c2nnc(SCCc3ccccc3)n2N)cc1,i,i
Cc1[nH][nH]c(=O)c1C(c1ccc(Br)cc1)c1c(C)[nH][nH]c1=O,i,i
Cc1oc(-c2cccc(Cl)c2)nc1CS(=O)(=O)CC(=O)NC1CC1,i,i
C=CCn1c(SCC(=O)NC2CCCC2)nnc1-c1cccnc1,i,i
CCOc1ccc(NC(=O)/C=C/c2ccccc2)c([N+](=O)[O-])c1,i,i
O=C(OC1CSc2nc3ccccc3n2C1)c1ccco1 (stereo not given),i,i
COC(=O)c1ccc(Cn2c(C)cc(C)[n+]2C)o1,i,i
COc1ccc(C2OC(=O)CC2C(=O)NCc2ccccc2Cl)cc1OC (stereo not given),i,i
CCC/C=C1/CCCOC(C(=O)NCCNCCO)(C(F)(F)F)C1 (stereo not given),i,i
CCc1ccc(OCC(=O)Nc2ccc3oc(=O)ccc3c2)cc1,i,i
Cc1nnc2ccc(-c3cccc(NC(=O)c4ccco4)c3)nn12,i,i

Among those listed so far, these contain a cyano group:
SMILES,CHT inh,CHT PAM
N#CC1=C2SCN(Cc3ccco3)CN2C(=O)CC1c1ccc(Cl)cc1 (stereo not given),i,i
N#Cc1c(-c2cccs2)nc(SCC(=O)c2cccs2)[nH]c1=O,i,i

Following part:
SMILES,CHT inh,CHT PAM
COc1ccc(-c2noc(CN(C)S(=O)(=O)c3ccc(C)cc3)n2)cc1,i,i
O=C(NCc1cccnc1)NC1(c2ccccc2)CC1,i,i
CCOC(=O)c1sc(-c2ccccc2)cc1N,i,i
CCCCC(=O)NC(NC(=O)CCCC)c1ccc(OCCC)c(OC)c1,i,i
FC(F)(F)c1ccccc1NC(=S)NN=C1CCCCCC1,i,i
Cc1ccccc1-c1cc(C(=O)NCc2cccc(C(F)(F)F)c2)nn1CC1CC(c2cccc([N+](=O)[O-])c2)=NO1 (stereo not given),i,i
CCc1ccccc1-n1c(-c2ccncc2)n[nH]c1=S,i,i
O=C(Nc1nnc(CCc2ccccc2)s1)c1cccs1,i,i
COc1ccc([N+](=O)[O-])cc1NC(=S)NC(NC(C)=O)C(Cl)(Cl)Cl (stereo not given),i,i
CCOc1ccc(CCNC(=O)c2cccnc2N2CCCC2)cc1OCC,i,i
O=C(O)CCNS(=O)(=O)c1ccccc1C(F)(F)F,i,i
CCOc1ccc(OCC)c(NC(=O)CC2Oc3ccc(C)cc3NC2=O)c1 (stereo not given),i,i
Cc1ccc[n+](Cc2ccc([N+](=O)[O-])cc2)c1,i,i
O=C(CCSCc1ccccc1F)NCCc1ccccc1,i,i
O=C(CCN1C(=O)c2cccc3cccc(c23)C1=O)NCc1cccnc1,i,i
Cc1nn(C)c(C)c1S(=O)(=O)Nc1ccc2c(c1)OCO2,i,i
O=C(O)c1ccc(Nc2nc(-c3ccc([N+](=O)[O-])cc3)nc3ccccc23)cc1,i,i
Cn1nc(-c2ccccc2)cc1NC(=O)CCCC(=O)O,i,i
O=C(COC(=O)C1CCN(S(=O)(=O)c2cccc3cccnc23)CC1)c1ccccc1,i,i
CSc1nc(-c2ccccc2)cn1-c1ccc(NC(C)=O)cc1,i,i
Oc1ccc(-c2nnc(Nc3ccccc3)c3ccccc23)cc1,i,i
Cc1ccc(-c2csc(Cc3nc(-c4ccc5c(c4)CCC(=O)N5)cs3)n2)cc1,i,i
CC(C)c1nc2oc3c(NCc4cccnc4)ncnc3c2c2c1CCC2,i,i
COC(=O)c1ccc(CN(c2ccccn2)S(=O)(=O)c2ccccc2)cc1,i,i

The list continues.
Results follow in this order: CHT inh, CHT PAM
C=CCNC(=O)COC(=O)c1cccnc1Nc1ccccc1F
→ i, i
Nn1c(SCC(=O)Nc2ccccc2Br)nnc1-c1ccco1
→ i, i
CC(NC(=O)c1cccc(S(=O)(=O)N(C)C)c1)c1nc2ccccc2[nH]1 (stereo not given)
→ i, i
O=C(Cc1c(O)c2ccccc2[nH]c1=O)NCc1ccc(F)cc1
→ i, i
O=C(NCC1CCCO1)/C(=C\c1ccc(Cl)cc1)NC(=O)c1ccccc1 (stereo not given)
→ i, i
CCc1ccc(CNc2ccc3c(c2)ncn3CC)cc1
→ i, i
O=C(Cn1cnc2ccccc21)Nc1cccc([N+](=O)[O-])c1
→ i, i
COc1ccc2nc(C)cc(NCc3cccc(C(F)(F)F)c3)c2c1
→ i, i
O=C(CN1C(=O)c2ccccc2C1=O)NCC(=O)OCC(=O)c1ccc(Br)cc1
→ i, i
Cc1ccc(-c2nn3c(C)nnc3s2)cc1NCc1c(F)cccc1Cl
→ i, i
Cc1ccccc1-n1c(SCC(=O)Nc2ccccc2Cl)nc2n[nH]c(C)c2c1=N
→ i, i
CC(NC(=O)C(=O)NCCCn1ccnc1)c1ccccc1 (stereo not given)
→ i, i
COc1ccc(OCCCC(=O)NCCc2ccccc2)cc1
→ i, i
O=C(NCCN1CCCC1)c1ccc(Cl)cc1Cl
→ i, i
CC(C)(C)NC(=O)COc1ccc2oc3c(c2c1)CCCC3
→ i, i
COc1cccc(CC(=O)N2CCC(n3nccc3NC(=O)C3CCOC3)CC2)c1 (stereo not given)
→ i, i
O=C(CSc1nc(=O)n(CCN2CCOCC2)c2c1CCCC2)Nc1cccc([N+](=O)[O-])c1
→ i, i
Cc1ccc(NC(=O)c2c([N+](=O)[O-])c(C(C)(C)C)nn2C)c(C)c1
→ i, i
O=C(CSc1nnc(-c2cccnc2)o1)Oc1ccccc1
→ i, i
Cc1ccc(OCCCC(=O)Nc2nnc(C3CCCO3)s2)c(C)c1 (stereo not given)
→ i, i
COc1ccc(NC(=O)Nc2cc(F)ccc2C)cc1
→ i, i
CSc1nnc(C)c(=O)n1COC(=O)c1ccc(S(=O)(=O)N2CCCC2)cc1
→ i, i
O=c1[nH]c(SCc2ccc(Cl)cc2)nc2c1CCC2
→ i, i
O=S(=O)(Nc1ccc(S(=O)(=O)N2CCCC2)cc1)c1ccc(F)cc1
→ i, i
Cc1ccc(C(=O)NNC(=O)C2CSC3(C)CCC(=O)N23)cc1 (stereo not given)
→ i, i
COC(=O)c1cc(OC)nc2ccc(Br)cc12
→ i, i
COc1cc(CC(=O)OCC(=O)Nc2ncc(Cl)cc2Cl)cc(OC)c1OC
→ i, i
O=C(c1cccs1)[C@@H]1[C@@H]2C(=O)N(Cc3ccc4c(c3)OCO4)C(=O)[C@@H]2C2c3ccccc3C=CN21 (stereo not given in full)
→ i, i
N#Cc1c(-c2ccco2)ccn(Cc2cccc(F)c2)c1=O
→ i, i
CN1C(=S)N(c2cccnc2)C(=O)/C1=C\c1ccc(C(C)(C)C)cc1
→ i, i
Cn1c(=O)c2[nH]cnc2n(-c2ccccc2)c1=O
→ i, i
CCOC(=O)CSc1nc2sc(C)c(C)c2c(=O)[nH]1
→ i, i
CC(=O)NCCc1nc2ccccc2[nH]1
→ i, i
CC(C)c1ccc(NC(=O)CSc2nc3ncccc3[nH]2)cc1
→ i, i
CCN(CC)C(=O)Cn1cc(S(=O)(=O)CC(=O)Nc2ccc(F)cc2F)c2ccccc21
→ i, i
CCOC(=O)Cc1csc(NC(=O)c2cc3ccccc3o2)n1
→ i, i
C=CCOc1ccccc1CN(C(=O)CCl)c1ccc2c(c1)OCO2
→ i, i
O=C(O)c1cc(-c2cccc3ccccc23)nc2ccccc12
→ i, i
Cc1csc(NC(=O)CSc2nc3ccccc3c(=O)[nH]2)n1
→ i, i
O=C(NCCc1ccccc1)C(=O)NCC1CCNCC1
→ i, i
O=C(CC1CCCC1)Nc1cccc(Br)c1
→ i, i
Cc1ccccc1NC(=O)CN1C(=O)c2cccnc2Oc2ccc(Cl)cc21
→ i, i
CCOC(=O)c1cnc2c(OC)cccc2c1NCc1cccnc1
→ i, i
CCN1CCN(CC(O)COCc2ccccc2)CC1 (stereo not given)
→ i, i
Cc1cc(=O)n2nc(N3CCCC(C(=O)NC4CCC(C)CC4)C3)sc2n1 (stereo not given)
→ i, i
CCOc1ccc(OCC)c(S(=O)(=O)NC2CC(C)(C)NC(C)(C)C2)c1
→ i, i
COc1cc(NC(=O)Cc2cccs2)cc(OC)c1
→ i, i
Cc1cc2nc(C)n3c4ccccc4nc3n2n1
→ i, i
